Bioassay records as filed in PubChem BioAssay.
POLK inh = blocks human DNA polymerase kappa activity; purified Pol kappa, fluorescent DNA synthesis assay, 10 min; Potency, µM (top dose mostly 107 µM), without a hit: at the highest dose activity, negative = inhibition, most hits filed as inhibitors; AID 588579; 0.53% of 400,000 active; further: on the % scale 0 is the no-effect control and ±100 the full control effect
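First, compounds were pin-transferred onto 10 nM Pol kappa. After 15 min at room temperature, substrate was added to 50 nM final. Fluorescence was then measured kinetically at 0 and 10 min.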
POLB inh = inhibitors of human DNA polymerase beta; P06746; Pol beta primer extension/strand displacement, fluorescence kinetic; Potency, µM (doses to about 114 µM), without a hit: at the top dose activity change, negative = inhibition, usual class: inhibitors; 1.3% of 340,000 active; AID 485314; further: on the % scale 0 is the no-effect control and ±100 the full control effect
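Enzyme-only controls used 10 nM Pol beta; buffer lacking enzyme served as negative control. Compound preincubated 15 min, then 50 nM substrate added; 0 and 10 min reads at room temperature.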
BAZ2B block = BAZ2B (human) inhibition | Q9UIF8 | AlphaScreen BAZ2B-H3K14Ac peptide displacement | Potency, µM (series often up to 114 µM), for the others: at the top dose activity change, negative = inhibition, most hits filed as inhibitors | 4.4% of 360,000 active | AID 504333; further: on the % scale 0 is the no-effect control and ±100 the full control effect; nearly all actives have a fitted effect of over 60% in size
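BAZ2B (50 nM) with biotin-H3(5-23)K14Ac peptide (50 nM) in PBS pH 7.4, 0.01% Tween-20, preformed 30 min, then compound 30 min at room temperature; top concentration 110uM. AlphaScreen streptavidin donor/nickel chelate acceptor beads (10 ug/mL final), 20 min dark, signal read.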
G9a inh = G9a (human) methyltransferase inhibition; 8.8% of 350,000 active; Potency, µM (highest dose often 102 µM), for inactives: at the top dose activity, negative = inhibition, most hits filed as inhibitors; Q96KQ7; G9a H3K9 monomethylation, AlphaScreen, 2 h; further: on the % scale 0 is the no-effect control and ±100 the full control effect; nearly all actives have a fitted effect of over 75% in size
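AlphaScreen read-out: biotin-H3K9 peptide (500 nM) methylation by 20 nM enzyme with 20 uM SAM, 2 h at room temperature after 15 min compound preincubation; anti-monomethyl H3K9 antibody plus donor/acceptor beads, 10 min dark.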
Pol eta inh = DNA polymerase eta (human) inhibition; AID 588591; 1.2% of 390,000 active; recombinant Pol eta, fluorescent DNA replication assay; Potency, µM (highest dose often 114 µM), for the others: top-dose activity change, negative = inhibition, usual class: inhibitors; further: on the % scale 0 is the no-effect control and ±100 the full control effect
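Pol eta (10 nM) was preincubated with compounds for 15 min at room temperature, after which fluorescent replication substrate (50 nM final) was added to start the reaction. Fluorescence was read kinetically at 0 and 10 min.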
JMJD2A Tudor inh = JMJD2A Tudor domain (human) inhibition | 4.4% of 390,000 active | O75164 | Potency, µM (doses to about 114 µM), without a hit: at the highest dose activity change, negative = inhibition, actives largely listed as inhibitors | AlphaScreen JMJD2A-Tudor / H3K4me3 peptide binding; further: on the % scale 0 is the no-effect control and ±100 the full control effect; nearly all actives have a fitted effect of over 50% in size
APE1 inh = inhibitors of human APE1 endonuclease. 0.35% of 350,000 active. Potency, µM (series often up to 65.8 µM), for inactives: top-dose activity change, negative = inhibition, most hits filed as inhibitors. recombinant APE1, TAMRA/BHQ-2 abasic DNA cleavage fluorescence. P27695;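 further: plate controls were vehicle for no effect and reference inhibitor for full effect; nearly all actives have a fitted effect of over 55% in size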
Target sequence (P27695 whole entry, looked up): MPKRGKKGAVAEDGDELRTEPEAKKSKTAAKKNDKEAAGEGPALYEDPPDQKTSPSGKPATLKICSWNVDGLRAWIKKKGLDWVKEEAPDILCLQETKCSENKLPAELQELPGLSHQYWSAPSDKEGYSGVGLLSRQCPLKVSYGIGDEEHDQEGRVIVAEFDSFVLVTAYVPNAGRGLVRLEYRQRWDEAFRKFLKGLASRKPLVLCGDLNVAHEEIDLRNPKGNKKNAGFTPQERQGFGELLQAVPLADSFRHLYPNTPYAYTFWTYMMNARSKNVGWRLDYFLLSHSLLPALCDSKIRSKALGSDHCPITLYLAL
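Readout is kinetic fluorescence (ex 525, em 598 nm) from cleavage of 50 nM TAMRA/BHQ-2 THF abasic duplex by 0.75 nM APE1, compound added 15 min beforehand at RT.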
BLM helicase inh = inhibitors of human Bloom syndrome helicase BLM | 0.2% of 350,000 active | recombinant BLM DNA unwinding, fluorescence dequenching | Potency, µM (highest dose often 56.1 µM), inactives show at the top dose activity change, negative = inhibition, most hits filed as inhibitors;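 further: plate controls were vehicle for no effect and no enzyme for full effect; nearly all actives have a fitted effect of over 35% in size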
Pol iota inh = blocks human DNA polymerase iota activity; Pol iota fluorescent replication assay, 10 min; 1% of 390,000 active; Potency, µM (doses to about 115 µM), inactives show top-dose activity, negative = inhibition, actives largely listed as inhibitors; AID 588590; Q9UNA4
Target sequence (Q9UNA4 whole entry, looked up): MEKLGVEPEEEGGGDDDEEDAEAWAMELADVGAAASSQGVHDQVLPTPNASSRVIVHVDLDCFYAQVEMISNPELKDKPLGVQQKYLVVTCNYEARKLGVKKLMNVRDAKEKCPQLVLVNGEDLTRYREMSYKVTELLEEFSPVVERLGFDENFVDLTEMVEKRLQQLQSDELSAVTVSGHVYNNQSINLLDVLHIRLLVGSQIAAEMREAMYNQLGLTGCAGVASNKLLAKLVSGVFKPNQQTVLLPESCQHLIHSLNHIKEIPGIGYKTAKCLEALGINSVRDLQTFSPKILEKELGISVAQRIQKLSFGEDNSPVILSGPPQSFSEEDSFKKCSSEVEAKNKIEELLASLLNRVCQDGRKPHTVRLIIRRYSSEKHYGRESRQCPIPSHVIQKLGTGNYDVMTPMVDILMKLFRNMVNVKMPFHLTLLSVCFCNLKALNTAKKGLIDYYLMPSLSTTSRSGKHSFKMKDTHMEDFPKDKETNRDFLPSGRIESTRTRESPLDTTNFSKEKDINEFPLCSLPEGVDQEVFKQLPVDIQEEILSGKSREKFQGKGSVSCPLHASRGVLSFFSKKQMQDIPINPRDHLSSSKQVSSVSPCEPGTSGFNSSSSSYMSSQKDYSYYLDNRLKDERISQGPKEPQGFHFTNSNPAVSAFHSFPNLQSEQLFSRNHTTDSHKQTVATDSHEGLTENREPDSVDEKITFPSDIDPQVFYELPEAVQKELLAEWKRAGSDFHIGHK
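Fluorescent replication assay read twice, at 0 min and 10 min after adding 50 nM (final) substrate. Enzyme (10 nM) and compounds were first incubated 15 min at room temperature; enzyme-free buffer wells were negative controls.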
The depositor's hits bear a star; ? = inconclusive; / = no result given; & = joins results of further samples; [ ] = remark or other dose. The call rests on the fitted dose curve; in most records, active means well fitted curve in the direction sought with a large enough effect; inconclusive means small, poorly fitted or top-dose-only effect, or another doubt; inactive means no such curve, though single readings can be large; an effect the other way counts as inactive or inconclusive. Potency means the concentration at half of the fitted maximal effect. These rows are one share of the data; the hit share may differ from the screen's.

SMILES | POLK inh | POLB inh | BAZ2B block | G9a inh | Pol eta inh | JMJD2A Tudor inh | APE1 inh | BLM helicase inh | Pol iota inh
Cc1cccc(C(=O)Nc2ccc(S(=O)(=O)N(Cc3ccccc3)c3ccccc3)cc2)c1 | -13.9% | -20.2% | -13.4% | 5.8%[59 µM] | -2.4% | -18.9% | / | -10.6% | 0.4%
CCCc1cc(=O)n2[nH]c(-c3ccc(OC)cc3)nc2n1 | 0.1% | 9.1% | -2.2% | -10.4% | -14.7% | 6.6% | -0.7% | -1.4% | 14.1%
COC(=O)c1sc2cccc(F)c2c1S(=O)(=O)Nc1cc(OC)cc(OC)c1 | 0.0% | -0.2% | -25.1% | 0.4%[59 µM] | -13.8% | -25.0% | / | -2.6% | -10.0%
CCOc1ccc(-c2ccc(SCc3ccccn3)nn2)cc1 | 3.6% | 1.6% | -2.4% | 2.5% | -14.9% | -8.8% | -3.5% | -8.9% | 136.4%[activator]
CN(C)CCCNC(=O)/C(=N\O)c1ccccc1 | 3.6% | -1.1% | -22.1% | 56.2µM* | -10.0% | -3.1%[57.1 µM] | -1.0% | 1.3% | 17.1%
CCOC(=O)N1CCN(C(=O)CCn2c(=O)[nH]c3ccsc3c2=O)CC1 | -18.7% | 0.3% | -2.9% | -1.2% | -15.3% | 0.7% | -3.6% | -0.4% | 7.0%
Cc1c(C(=O)N2CCN(c3ccccc3)CC2)oc2c1C(=O)CC(C)(C)C2 | 0.9% | 8.5% | -24.6% | 15.9% | -21.9% | -10.3% | 31.8%[activator] | 1.7% | 53.6%[activator]
COc1cccc(-c2nc(SCC(=O)Nc3ccc4c(c3)OCCO4)c(-c3ccccc3)[nH]2)c1 | -5.4% | -26.5% | -33.3% | ? | -24.6% | ? | / | -9.4% | ?
CC1(C)CC(=O)c2sc(NC(=O)CN3CCOCC3)nc2C1 | 6.8% | 1.3% | -6.7% | ? | -7.2% | ? | -2.2% | 1.7% | -7.7%
COc1ccccc1OCCCCn1c(C2CC(=O)N(c3ccccc3Cl)C2)nc2ccccc21 (stereo unspecified) | -21.2% | 1.4% | ? | 0.5%[59 µM] | -14.2% | -35.6% | / | -5.2% | 11.8%

Quoted from the listing.
`COc1ccccc1OCCCCn1c(C2CC(=O)N(c3ccccc3Cl)C2)nc2ccccc21` (stereo unspecified) in Pol eta inh is listed with -14.2%
`CN(C)CCCNC(=O)/C(=N\O)c1ccccc1` in POLK inh is listed with 3.6%

The listing continues:
SMILES | POLK inh | POLB inh | BAZ2B block | G9a inh | Pol eta inh | JMJD2A Tudor inh | APE1 inh | BLM helicase inh | Pol iota inh
CN1CCCN(C(=O)c2ccc(Cl)c(S(=O)(=O)N(C)c3ccccc3)c2)CC1 | -8.7% | 34.4%[activator] | -0.2% | 50.1µM* | -0.8% | -12.8% | 1.0% | -9.9% | -3.4%
O=C1[C@H]2[C@@H](c3ccc(Cl)cc3)N3C(=O)N(c4cccc(F)c4)C(=O)[C@@]3(Cc3ccc(Cl)cc3)[C@H]2C(=O)N1C1CCCCC1 | -2.3% | 21.3% | -6.5% | / | -11.8% | -24.1% | -10.1% | -9.6% | 6.0%
COc1ccc(F)cc1S(=O)(=O)N1CCCCC1 | -9.1% | 0.5% | 9.3% | 12.3%[59 µM] | -2.6% | 5.9% | -22.5% | -2.2% | 33.9%[activator]
CC(=O)Nc1cc(-c2nc3ccccc3o2)ccc1Cl | -5.2% | 83.9% | 9.7% | -3.7% | -5.0% | -1.4% | 8.8% | 2.0% | -17.6%
COc1ccc(C(=O)/C(=C\N(C)C)n2nc(C)cc2C)cc1 | -2.7% | -37.8% | -0.6% | 13.1%[59 µM] | -7.1% | 0.0% | 16.6% | -13.4% | 15.0%
Cc1cc(C)cc(SCc2noc(C(=O)NCc3ccccc3)c2C(=O)NCc2ccccc2)c1 | -7.7% | 0.8% | 14.7% | -10.2%[12.7 µM] | -5.8% | -3.6% | 22.4% | -4.8% | -9.8%
O=[N+]([O-])c1ccc(N2CCOCC2)cc1NCc1ccccc1 | -1.5% | -13.0% | ? | 4.9% | -12.2% | -12.0% | -4.0% | -7.1% | 9.0%
COc1ccc(CCN2CC(C(=O)O)CC2=O)cc1 (stereo unspecified) | 5.8% | 6.4% | -0.6% | 3.4%[59 µM] | -13.1% | -8.9% | 13.9% | -1.8% | -5.2%[58.9 µM]
CC1CCC2(CC1)NC(=O)N(CC(=O)Nc1nc(-c3ccc(F)cc3)cs1)C2=O (stereo unspecified) | -8.3% | 7.6% | -3.2% | 50.1µM* | 4.3% | 5.2% | 0.7% | -1.3% | 12.1%
Cc1ccc(S(=O)(=O)CC(=O)Nc2nc3c(C)cccc3s2)cc1 | -11.9%[60.1 µM] | -1.0% | -10.7% | 7.6%[59 µM] | 1.7% | -20.5% | / | -0.4% | -6.2%

Structures listed above shown as hits in G9a inh:
SMILES | POLK inh | POLB inh | BAZ2B block | G9a inh | Pol eta inh | JMJD2A Tudor inh | APE1 inh | BLM helicase inh | Pol iota inh
CN(C)CCCNC(=O)/C(=N\O)c1ccccc1 | 3.6% | -1.1% | -22.1% | 56.2µM* | -10.0% | -3.1%[57.1 µM] | -1.0% | 1.3% | 17.1%
CN1CCCN(C(=O)c2ccc(Cl)c(S(=O)(=O)N(C)c3ccccc3)c2)CC1 | -8.7% | 34.4%[activator] | -0.2% | 50.1µM* | -0.8% | -12.8% | 1.0% | -9.9% | -3.4%
CC1CCC2(CC1)NC(=O)N(CC(=O)Nc1nc(-c3ccc(F)cc3)cs1)C2=O (stereo unspecified) | -8.3% | 7.6% | -3.2% | 50.1µM* | 4.3% | 5.2% | 0.7% | -1.3% | 12.1%

(next part)
SMILES | POLK inh | POLB inh | BAZ2B block | G9a inh | Pol eta inh | JMJD2A Tudor inh | APE1 inh | BLM helicase inh | Pol iota inh
O=C(CNC(c1ccccc1)c1ccccc1)Nc1ccccc1F | -8.6% | 12.5% | -2.2% | 37.8% | -3.6% | 19.6% | -10.4% | -7.7% | ?
O=S(=O)(c1ccccc1)N1CCN=C1SCc1cccc(Cl)c1 | -6.6% | -8.7% | 52.2%[activator] | 119.4%[activator][59 µM] | -11.8% | 42.6%[activator] | -7.8% | -4.5% | 9.7%
COc1ccc(C2CC(c3ccccc3)Oc3ccc(OC)cc32)cc1 (stereo unspecified) | -9.1%&-0.3% | / | / | / | / | ? | -1.5%&1.4% | -12.5%&-10.8% | -22.7%&-17.6%
Cc1ccc(Cn2c(C3CCCN3c3nc(-c4ccc(F)cc4)cs3)nc3cc(Cl)c(Cl)cc32)cc1 (stereo unspecified) | 13.0% | / | / | / | -12.9% | -28.2% | / | / | -2.2%
Cc1c(N(C)CS(=O)(=O)O)c(=O)n(-c2ccccc2)n1C | -0.6% | / | -4.7% | 30.7%[59 µM] | -7.3% | -20.7% | -12.4% | 1.0% | ?
CN(C)C(CNC(=O)CCNS(=O)(=O)c1ccccc1C(F)(F)F)c1ccccc1 (stereo unspecified) | -5.6% | / | -2.8% | 16.5%[59 µM] | -1.9% | -10.8% | 0.3% | / | -2.7%
O=C1C(=O)N(c2ccccn2)C(c2cccc([N+](=O)[O-])c2)/C1=C(/O)c1ccc(Br)cc1 (stereo unspecified) | -1.3% | 4.9% | -25.9% | 21.7%[0.501 µM] | -3.1% | -15.1% | -0.2% | -5.1% | 25.3%
O=C(Nc1ccc(Cl)c(C(F)(F)F)c1)c1ccncc1 | 5.3% | -25.3% | -0.3% | -35.1% | -15.2% | 3.4% | 0.3% | -3.3% | 25.6%
Cc1cc(C)cc(N(CCC#N)C(=O)CSc2nc3ccccc3c(=O)[nH]2)c1 | -13.3% | / | / | / | -10.6% | -16.6% | 42.3% | / | ?
Cc1nn(-c2ccccc2)c(N)c1C1(O)C(=O)N(C(C)C)c2ccccc21 (stereo unspecified) | -7.3% | 21.9% | -0.3% | -4.8%[59 µM] | -0.1% | ? | -0.5% | -3.0% | -4.6%
CCN1C(=O)[C@@H]2[C@@H](c3ccc(-c4ccc(Cl)c(Cl)c4)c(OC)c3)N3CCCC[C@@]3(C(=O)OC)[C@@H]2C1=O | 4.2% | / | -2.1% | 18.0%[2.33 µM] | -7.8% | -25.5% | 3.1% | / | -7.4%
Cc1cccc(NC(=O)c2nc[nH]c2C(=O)Nc2cccc(C)c2)c1 | -6.5% | 16.2% | ? | -23.2% | -22.8% | -10.1% | 9.6% | -7.8% | 131.9%[activator]
COCCNC(=S)N1CCN(c2nc(-c3ccc(F)cc3)cs2)CC1 | -3.3% | -13.8% | ? | 50.1µM* | -2.9% | -35.2% | 8.2% | -6.0% | 16.5%
Cc1cc(C)nc(NS(=O)(=O)c2ccc(NC(=S)NC(=O)C(C)(C)C)cc2)n1 | -0.8% | -11.8% | 8.1% | 11.6%[12.7 µM] | -0.7% | -19.7% | -1.0% | -1.3% | 28.8%
O=C1[C@@H]2[C@H](C(=O)N1n1cnnc1)[C@H]1C=C[C@@H]2C1 | -12.8% | 8.8% | -1.3% | 4.2% | -2.8% | 2.0% | 14.1% | -0.8% | -0.4%
COc1ccc(C2C(C(=O)OC(C)C)=C(C)N=c3s/c(=C\c4cccs4)c(=O)n32)cc1 (stereo unspecified) | -14.7% | 1.0% | ? | -12.5% | -10.7% | -30.2% | 10.2% | -9.6% | 12.9%
O=C(Cc1cccs1)N1CCN(S(=O)(=O)c2cc(Cl)ccc2Cl)CC1 | -13.4% | / | -6.1% | 3.5% | -4.8% | -5.5% | -11.6% | / | 12.1%
COc1ccc(-n2nc(-c3ccc(C)cc3)c3cnc4cc(F)c(F)cc4c32)cc1 | -1.1% | 26.1% | / | -5.1%[59 µM] | 1.0% | -0.3% | / | 1.3% | 15.9%
CCCOC(=O)c1ccc(NC(=O)CCC(=O)OCC)cc1 | -12.4% | 4.0% | 2.3% | ? | -4.9% | 0.0% | -2.6% | -2.7% | 1.7%
C/C(=N\NC(N)=O)c1cc(Cl)cc(Cl)c1O | -1.9% | 0.4% | -5.3% | -4.6%[59 µM] | 2.9% | -17.6% | ? | -5.6% | 2.2%
